MEP2 TOR yeast – yeast TOR pathway MEP2-GFP modulation | S. cerevisiae MEP2-GFP strain, flow cytometry GFP, 3 h; 100% = DMSO control level | GFP response vs DMSO, % at 10 µM | 0.51% of 330,000 active | AID 2016;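 active = GFP response versus DMSO above a set limit, roughly screen mean plus 3 SD, cut at about 180% in these data; inconclusive = fewer than 70 cells counted for a yeast strain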;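 note: median GFP fluorescence of the barcode-gated MEP2-GFP cells per well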
AGP1 TOR yeast – yeast TOR pathway AGP1-GFP modulation; S. cerevisiae AGP1-GFP multiplex flow cytometry, 3 h; GFP as percent of DMSO wells; GFP response vs DMSO, % at 10 µM; 0.02% of 320,000 active; AID 2066;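 active = GFP response relative to DMSO above a set limit, near screen average plus 3 SD, cut at about 150% in these data; inconclusive = fewer than 70 cells counted for the yeast strain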;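 note: median GFP channel fluorescence of the gated AGP1 strain per well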
JMJD2C inh – blocks human GASC-1 demethylase activity. 0.069% of 330,000 active. GST-JMJD2C(1-420) H3K9me3 demethylation, DELFIA europium. AID 2099. inhibition, % at 2.35 µM. Q9H3R0;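 active = more than half of a compound's replicate wells show inhibition beyond 50%, single wells judged on their own value; inconclusive = some, but no more than half, of replicates pass 50% inhibition; inactive = no replicate passes 50% inhibition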;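 note: signal counts dimethyl H3K9 product captured on neutravidin plate; 0% = median of DMSO wells and 100% = 0.3 times that DMSO median; strong numbers were not always called active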
Target sequence (Q9H3R0 1-420 limits assumed): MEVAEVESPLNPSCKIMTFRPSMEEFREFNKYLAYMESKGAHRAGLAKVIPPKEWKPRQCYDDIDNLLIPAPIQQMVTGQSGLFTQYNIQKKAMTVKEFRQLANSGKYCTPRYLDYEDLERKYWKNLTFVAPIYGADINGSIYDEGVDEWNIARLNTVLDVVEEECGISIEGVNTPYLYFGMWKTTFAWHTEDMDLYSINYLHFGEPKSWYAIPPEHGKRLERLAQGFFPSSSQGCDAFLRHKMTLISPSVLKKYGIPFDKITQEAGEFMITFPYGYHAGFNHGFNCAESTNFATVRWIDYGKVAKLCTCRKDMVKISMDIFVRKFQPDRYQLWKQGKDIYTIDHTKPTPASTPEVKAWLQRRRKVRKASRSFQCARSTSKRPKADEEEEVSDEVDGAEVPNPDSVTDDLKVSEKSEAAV
LAP4 TOR yeast – modulators of TOR pathway LAP4-GFP in S. cerevisiae; S. cerevisiae LAP4-GFP multiplex, flow cytometry GFP, 3 h; median GFP as percent of DMSO wells; GFP response vs DMSO, % at 10 µM; 0.34% of 320,000 active; AID 2023;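 active = GFP response vs DMSO above a set limit, about the screen mean plus 3 SD, cut at about 150% in these data; inconclusive = under 70 cell events counted for the yeast strain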
GRK2 inh – blocks RNA aptamer binding to human GRK2; P25098; bead flow cytometry, FAM-aptamer displacement from GRK2; inhibition of aptamer binding, % at 10 µM; 0.59% of 330,000 active; AID 488847;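 active = inhibition of aptamer binding above 40%, roughly 3 SD of noise, on plates passing a quality check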;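 note: median bead fluorescence of bound FAM aptamer so fluorescent compounds give negative values; no value below 0 was filed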
CIT2 TOR yeast – alters CIT2-GFP fluorescence in TOR pathway yeast screen; AID 2029; S. cerevisiae CIT2-GFP strain, flow cytometry, 3 h; 100 means same as DMSO wells; GFP response vs DMSO, % at 10 µM; 0.065% of 320,000 active;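 active = GFP response relative to DMSO above a set limit, near the screen mean plus 3 SD, cut at about 150% in these data; inconclusive = Fewer than 70 cells measured for a yeast strain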;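 note: ratio of well median GFP fluorescence to mean of DMSO wells on the plate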
RPL19A TOR yeast – modulators of TOR pathway RPL19A-GFP in S. cerevisiae | S. cerevisiae RPL19A-GFP strain, flow cytometry, 3 h; active compounds read low | percent response vs DMSO, % at 10 µM | 0.3% of 330,000 active;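 active = percent response vs DMSO below 50%; inconclusive = fewer than 70 events counted for the yeast strain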;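 note: median channel GFP fluorescence of the barcoded RPL19A-GFP strain; ratio of sample median GFP to plate DMSO average so 100% = DMSO; lower means less RPL19A-GFP as with rapamycin TOR inhibition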
VLA-4 inh – inhibition in a human VLA-4 binding assay; VLA-4 expressing cells, ligand binding flow cytometry; inhibition, % (about 7 µM as worked out from the volumes in the protocol); 0.2% of 330,000 active; in the data active = inhibition above about 50%
The depositor's hits bear a star; u = inconclusive; x = no result given; & = joins results of further samples; [ ] = dose if it differs, or a comment. Hits appear at their usual frequency; overall some 1.7% were active at least once.

canonical_smiles	RPL19A TOR yeast	LAP4 TOR yeast	AGP1 TOR yeast	CIT2 TOR yeast	GRK2 inh	JMJD2C inh	VLA-4 inh	MEP2 TOR yeast
COc1ccc(C(=O)Nc2ncc3c(n2)CC(C)CC3=O)cc1 (stereo not drawn)	101	91	96	100	1	-11	-2	102
O=C(NCc1ccc2c(c1)OCO2)c1nnc(Cc2ccc(F)cc2)o1	102	106	109	104	0	4	-6	107
O=C(Nc1ccncc1)C1CC(=O)N(c2ccc(F)cc2)C1 (stereo not drawn)	98	88	99	98	2	4	3	99
CCCS(=O)(=O)c1c(S(=O)(=O)CCC)c2c(N)cccn2c1C(=O)c1ccc(Br)cc1	100	100	103	110	5	4	-3	104
Cc1cccc(C)c1NC(=O)CNC(=O)c1ccc(COc2ccccc2)o1	96	99	100	101	3	-4	-9	96
COc1ccc(CCN=C(N)NS(=O)(=O)c2ccc(C)cc2)cc1	103	102	102	94	0	-4	-4	96
CCNc1nc(Oc2ccc(F)cc2)cc(C(F)(F)F)n1	97	96	101	88	0	59	2	98
O=C(CN1C(=O)C2(OCCO2)c2ccccc21)c1ccc(Br)cc1	92	104	82	97	2	-8	14	95
Cc1nc(N)sc1Cc1ccc2c(c1)OCO2	105	115	110	114	0	-17	0	101
CCCCCn1c(=O)[nH]c2cc(C(=O)NCCCN3CCCCC3CC)ccc2c1=O (stereo not drawn)	101	83	95	94	0	4	3	97
CCOP(=O)(OCC)c1nc(-c2cccc3ccccc23)oc1NCCc1ccc(OC)cc1	103	98	102	93	4	5	4	100
COc1ccc(NS(=O)(=O)c2cccc(C(=O)NCc3ccccn3)c2)cc1	98	104	101	99	0	-2	17	101
C/C(Cn1nnc([N+](=O)[O-])n1)=N\NC(=O)c1ccccc1Cl	99	89	103	104	1	-3	4	92
Cc1ccc(C)c(NC(=O)c2ccc3c(=O)n4c(nc3c2)CCC4)c1	100	100	101	99	3	-6	10	105
CC(C)CNC(=O)NC(=O)COC(=O)C1CSC2(c3ccc(F)cc3)CCC(=O)N12 (stereo not drawn)	98	106	103	102	0	-1	10	96
Cc1ccc(-c2nc3c(Cl)cc(Cl)cc3c(=O)n2O)cc1	105	104	96	96	1	-11	-1	96
COC(=O)C1CCN(C(=O)COC(=O)c2cccc(NS(=O)(=O)c3ccccc3)c2)CC1	100	105	106	92	0	16	6	104
CCCCCN(C(=O)NC(=O)Nc1ccc(C)cc1C)S(C)(=O)=O	98	100	103	100	1	4	-1	100
Cc1nc2ccccc2cc1C(=O)N/N=C/c1ccc([N+](=O)[O-])cc1	94	88	88	87	0	-6	-1	93
CO/N=C/c1ccc(Sc2ccccc2)c([N+](=O)[O-])c1	95	94	95	95	0	2	11	105
COC(=O)C(C)N(C(=O)c1ccc(C(=O)c2ccccc2)cc1)c1c(C)cccc1C (stereo not drawn)	99	104	97	99	0	3	12	96
O=C(CSc1ccc2c(c1)OCCO2)NCCc1ccc(Cl)cc1Cl	93	88	94	92	1	-7	-10	89
N/C(=N\N=C\c1ccc(O)c(O)c1)c1nonc1N	97	106	111	110	4	10	-3	101
CCc1ccc(CNC(=O)Cn2nc(-c3ccc(C)cc3)ccc2=O)cc1	99	113	86	89	1	4	11	93
Cc1ccc(CNC(=O)CCSCc2cccc(F)c2)cc1	105	100	98	96	0	4	13	96
CC(C)(C)OC(=O)NCCCCCc1nnc(SCC(N)=O)o1	97	91	95	87	0	-17	1	97
CCN(CC)P(=O)(Nc1ccccc1Br)c1ccc(N(C)C)cc1NC(=O)c1ccco1 (stereo not drawn)	98	112	98	104	3	-37	5	99
Cc1ccc(C2=NC3(CCCCCC3)NC2=S)cc1	56[may fluoresce violet]	87[may fluoresce violet]	20[may fluoresce violet]	u	0	-15	-5	131[may fluoresce violet]
O=S(=O)(CCc1ccncc1)c1ccc(Cl)cc1	104	98	98	106	1	-24	4	104
O=C(c1cc2cc(Cl)ccc2[nH]1)N1CCc2ccccc2C1	100	96	104	101	1	-10	-81	108
COc1ccc(/C=N/Nc2nncc3ccccc23)c(OC)c1	104	98	95	95	2	2	1	103
Cn1nnnc1SCC(=O)Nc1ccccc1-c1ccccc1	98	100	99	103	0	-5	16	99
Cc1ccc(C(=O)Oc2ccc(/C=C3\C(=N)N4N=C(N5CCOCC5)SC4=NC3=O)cc2)cc1	100	90	95	90	0	6	-9	94
COC(=O)C1=C(C)NC(=O)NC1c1ccc(-c2ccc(Cl)cc2)o1 (stereo not drawn)	100	98	98	95	1	-6	-6	94
O=C(Oc1ccccc1)c1cc2ccccc2oc1=O	101	99	92	94	0	x	4	97
COc1cccc(-n2c(C)c3c(OC)cccc(=O)c3c2C)c1	98	104	102	105	6	1	5	101
O=C(Cn1cnc2c(nnn2Cc2ccc(Cl)cc2)c1=O)N1CCCc2ccccc21	99	95	104	100	3	-20	-7	106
Fc1cccc(C[n+]2csc3ccccc32)c1	100	116	107	105	0	-6	-13	105
Cc1cc(C)c2c(N)c3cccc(C)c3nc2n1	62[may fluoresce violet]	94[may fluoresce violet]	25[may fluoresce violet]	u	1	8	-18	322*[may fluoresce violet]
Cc1ccc(NC(=O)c2sc(Cl)nc2-c2ccccc2)cc1	101	106	101	98	4	-1	-1	115
O=C(O)c1cccc(S(=O)(=O)Nc2ccccc2-c2ccccc2)c1	100	90	92	96	3	12	0	101
Cc1ccc(C(C)n2cc(C(=O)NCc3ccccn3)nn2)cc1 (stereo not drawn)	98	106	106	110	0	9	1	104
CCN1CCN(C(=O)C2CCN(S(=O)(=O)c3ccc(SC)cc3)CC2)CC1	94	100	95	97	2	-1	4	98
COc1ccc(S(=O)(=O)N2CCC(C(=O)Oc3cccc(C)c3)CC2)cc1OC	99	89	97	96	5	5	-22	89
O=C(CNC(=O)c1ccccn1)N=Nc1c(O)[nH]c2ccccc12	100	108	105	101	2	-4	-9	104
CN(CC(=O)Nc1cccc(F)c1)C(=O)c1cccc(N2C(=O)CCC2=O)c1	95	99	95	91	3	5	-15	100
Cc1ccc(C2=Nc3ccccc3N(C(=O)c3ccccc3)C(C)C2)cc1 (stereo not drawn)	100	85	95	97	0	-4	-4	103
Cc1cnc2ncc3sccc3c2c1	90	87	93	94	0	7	5	98
Cc1ccc(C(=O)NCCc2sc(C)nc2C)cc1	31*[may fluoresce violet]	83[may fluoresce violet]	u	u	1	3	3	222*[may fluoresce violet]
NC(=O)CC(NC(=O)Cc1cccc2ccccc12)c1ccc(NCc2ccc(F)cc2)c([N+](=O)[O-])c1 (stereo not drawn)	100	106	83	74	0	-22	-1	95
Cc1cc(Nc2ccccc2)n(C(=O)c2ccc(N)cc2)n1	91	104	80	68	1	4&-35	0	93
CCOC(=O)c1sc(C)c2c(=O)n(CCCN3CCOCC3)cnc12	96	85	91	101	0	5	-11	101
COc1ccc(-n2ccnc2SCC(=O)NC2CCCC2)c(OC)c1	92	97	98	94	0	4	-1	95
Cc1cc(OCC(=O)N2CCC(C(=O)O)CC2)c2c(C)c(C)c(=O)oc2c1	101	114	107	107	0	2	2	114
COC(CN(C)C(=O)C1CCCN(S(=O)(=O)c2ccc3c(c2)oc(=O)n3C)C1)OC (stereo not drawn)	101	98	97	94	6	4	2	101
COc1ccccc1C1C([N+](=O)[O-])=CC([N+](=O)[O-])=CN1C (stereo not drawn)	102	93	103	102	0	10	0	103
O=C(COC(=O)C1COc2ccccc2O1)NC(=O)NC1CCCCC1 (stereo not drawn)	99	97	97	99	1	-12	5	100
O=C(CCCOc1ccccc1)Nc1cccc(S(=O)(=O)N2CCCCCC2)c1	99	90	94	104	2	-5	16	92
CCN(CC)S(=O)(=O)c1ccc(N2CCCCC2)c(C(=O)Nc2ccccc2N2CCOCC2)c1	95	96	103	102	0	-15	0	100
COc1cc(Nc2ccccn2)cc(C(=O)Nc2cccc(C(F)(F)F)c2)c1	101	141	84	85	2	15	-2	97

(further entries)
canonical_smiles	RPL19A TOR yeast	LAP4 TOR yeast	AGP1 TOR yeast	CIT2 TOR yeast	GRK2 inh	JMJD2C inh	VLA-4 inh	MEP2 TOR yeast
COc1ccc2nc3oc(C(=O)N4CCN(c5cccc(Cl)c5)CC4)cc3cc2c1	91	98	102	101	1	-10	-4	109
COc1ccc(OC)c(/C=N\NC(=O)c2ccc(=O)n(C)c2)c1	97	95	98	103	3	3	5	105
O=C(NCC(c1cccnc1)N1CCN(c2ccccc2F)CC1)c1cccc(Cl)c1 (stereo not drawn)	102	100	102	102	0	-6	19	100
O=C(NNc1nc(-c2ccc(F)cc2)cs1)c1ccccc1	99	105	104	103	2	2	-6	98
O=C(Nc1cc(Cl)ccc1F)C1=COCCO1	104	104	103	113	0	-5	-4	99
O=C(O)CC(c1ccccc1)c1ccccc1	97	101	96	94	3	7	0	94
COc1cc2cnc(CCCC#N)cc2cc1OC	92	93	93	86	0	18	28	95
C=CCOc1ccc(/C=C/C(=O)OCc2csc(CC(=O)Nc3ccccc3C)n2)cc1	96	102	100	99	0	-12	30	100
CC(OC(=O)CCC(=O)c1ccccc1)C(=O)Nc1ccc(F)cc1 (stereo not drawn)	99	98	96	86	4	0	35	101
COC(=O)[C@H](CC(C)C)NC(=O)NCCC1=CCCCC1	107	133	119	113	0	12	0	113
CC(C)(C)c1ccccc1OCCOCCSc1ncccn1	101	100	106	100	8	-9	3	104
COCCNC(=O)Cn1nc(C)c([N+](=O)[O-])c1C	96	95	98	101	1	-10	-6	90
CC(=O)N1CCc2ccccc2C1CC(=O)O (stereo not drawn)	107	112	108	106	0	-32	3	109
COC(=O)c1ccc(CN2C(=O)c3ccccc3S2(=O)=O)cc1	103	106	107	103	4	-2	-6	106
COc1cc(OC)cc(C(=O)NNC(=S)Nc2ccccc2OC)c1	100	103	103	99	0	-2	2	97
Cc1ccccc1C(=O)OCC(=O)N(C)c1c(N)n(Cc2ccccc2)c(=O)[nH]c1=O	106	111	117	101	1	3	22	103
COc1ccc(O)c(/C=C2/SC(=S)N(Cc3ccccc3)C2=O)c1	102	99	105	108	6	-24	-217	110
COc1ccc(NC(=O)C2CCCN2S(=O)(=O)c2cccs2)c([N+](=O)[O-])c1 (stereo not drawn)	94	107	108	98	1	0	-7	95
CN1CCN(C(=O)c2ccc3c(c2)N(C)C(=O)/C(=C/c2cccc(Cl)c2)S3)CC1	98	94	96	95	1	-4	13	99
Cc1cc(C)cc(C(=O)Nc2ccc(N3CCCC3)cc2)c1	107	111	97	107	0	5	5	97
CCOc1ccc(CCNC(=O)CCNC(=O)c2ccccc2Cl)cc1OCC	98	91	97	98	0	-25	6	97
CC(C)(C)c1ccc(C(=O)Nc2cccc3ncccc23)cc1	99	107	97	111	0	0	-50	113
Cc1ccc(NC(=O)CNCc2ccccc2)c(Br)c1	97	90	95	96	0	7	-4	99
Cc1oc(-c2cccc(Cl)c2)nc1CS(=O)(=O)CC(=O)NCCN1CCCC1	98	107	106	111	0	-2	5	94
N#CCCN(C(=O)COC(=O)CCc1nc2ccccc2c(=O)[nH]1)c1ccc(F)cc1	112	104	109	106	0	6	4	109

High-throughput results (PubChem BioAssay)
